Runt-SMMHC FRET – inhibitors of RUNX1 Runt–CBFb-SMMHC binding, primary screen, biochemical, FRET, Cerulean-Runt, Venus-CBFb-SMMHC, uHTS. Cerulean-Runt/Venus-CBFb-SMMHC FRET ratio 530/480, 1 h. 0.74% of 220,000 active. Runt-related transcription factor 1 (Homo sapiens) + Core-binding factor subunit beta …. inhibition, % at 20 µM;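 active = mean inhibition across duplicate retests at 20 µM reaching about 50%, limit read from the data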;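 also: 0% = DMSO wells and 100% = wells with excess untagged CBFb-SMMHC; inhibitors lower the FRET ratio by blocking Runt binding to CBFb-SMMHC; some results filed as inactive read as strong as hits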
Target sequence (Q01196 whole entry, looked up): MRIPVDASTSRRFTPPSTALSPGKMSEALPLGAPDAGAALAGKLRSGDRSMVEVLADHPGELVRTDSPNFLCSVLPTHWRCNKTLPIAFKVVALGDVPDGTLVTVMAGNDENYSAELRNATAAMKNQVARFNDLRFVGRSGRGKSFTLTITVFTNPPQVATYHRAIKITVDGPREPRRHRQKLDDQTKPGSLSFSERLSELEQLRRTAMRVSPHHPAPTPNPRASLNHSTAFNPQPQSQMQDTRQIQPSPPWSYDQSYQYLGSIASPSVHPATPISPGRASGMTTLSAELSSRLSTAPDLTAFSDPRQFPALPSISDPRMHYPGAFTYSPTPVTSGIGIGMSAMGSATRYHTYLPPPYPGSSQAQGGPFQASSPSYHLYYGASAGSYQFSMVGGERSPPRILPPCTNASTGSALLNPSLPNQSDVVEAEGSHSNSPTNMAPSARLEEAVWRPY
Target sequence (Q13951 whole entry, looked up): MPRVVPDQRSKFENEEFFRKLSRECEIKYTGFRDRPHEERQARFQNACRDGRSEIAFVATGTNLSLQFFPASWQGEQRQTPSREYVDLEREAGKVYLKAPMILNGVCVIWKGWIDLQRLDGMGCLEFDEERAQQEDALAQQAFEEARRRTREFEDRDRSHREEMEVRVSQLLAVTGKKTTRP
14-3-3 Bad inh – inhibitors of 14-3-3 zeta/Bad binding, primary screen, biochemical, TR-FRET, bovine 14-3-3 zeta. 14-3-3 protein zeta/delta (Bos taurus), P63103. 0.71% of 220,000 active. TR-FRET 14-3-3zeta/Dy647-pBad peptide displacement, 1 h. AID 781, 2007. inhibition, % at 21.7 µM;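 active = inhibition above about 70%, limit read from the data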;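 also: 0% = full 14-3-3 plus peptide FRET controls and 100% = background without 14-3-3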
TbHK1 inh – Trypanosoma brucei hexokinase 1 inhibitors, primary screen, biochemical, G6PDH-coupled NADH absorbance, MLSCN library | AID 1430, 2008 | 0.11% of 220,000 active | inhibition, % at 10 µM | recombinant TbHK1, G6PDH-coupled NADH A340;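 active = inhibition of 50% or more in the single-dose primary screen; inactive = inhibition below 50%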
EBV gp42 inh – Epstein-Barr virus gp42 inhibitors, primary screen, biochemical, uHTS, fluorescence polarization; 0.42% of 220,000 active; Fluorescence polarization binding assay, mP read-out; Glycoprotein 42 (Epstein-Barr virus (strain AG876)), Q1HVG2; inhibition, % (tested at 21.74 µM); in the data active = inhibition above about 50%
Target sequence (Q1HVG2 whole entry, looked up): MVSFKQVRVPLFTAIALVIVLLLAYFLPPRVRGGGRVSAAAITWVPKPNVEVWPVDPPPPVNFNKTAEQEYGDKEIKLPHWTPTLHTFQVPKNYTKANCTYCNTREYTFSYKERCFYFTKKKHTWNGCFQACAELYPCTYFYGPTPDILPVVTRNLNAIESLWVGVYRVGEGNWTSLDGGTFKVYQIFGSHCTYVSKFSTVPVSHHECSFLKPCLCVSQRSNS
NCF1 inh – p47phox/p22phox peptide binding inhibitors, primary screen, biochemical, uHTS, NADPH oxidase regulatory subunit; inhibition, % at 24.7 µM; AID 1274, 2008; fluorescence polarization, 2 h; 0.53% of 220,000 active;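 active = inhibition above about 30%, limit read from the data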;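 also: 0% = p47phox with labelled peptide and 100% = labelled peptide alone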
zVAD death inh – inhibitors of zVAD-triggered necroptosis, primary screen, L929 cells; L929 zVAD necroptosis rescue, ATP luminescence, 24 h; with zVAD 60 µM; viability rescue, % at 10 µM; 0.38% of 220,000 active;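 active = activation, scaled between plate controls, above about 75%, limit read from the data; inactive = activation under that limit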;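 also: 0% = zVAD with DMSO and 100% = DMSO alone without zVAD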
Mdm2 ligase inh – MDM2-luciferase reporter signal enhancers, primary screen, MDM2 E3 ligase inhibitor project, cell-based, luminescence, 1536-well. cell-based MDM2 ubiquitination luciferase reporter, 2 h; 0 = plate control, 100 = twice control, blank-subtracted. signal enhancement, % at 5 µM. 0.11% of 210,000 active. AID 1230, 2008;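 active = signal enhancement of 30% or more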;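 also: luminescence tracks abundance of the self-degrading MDM2-luciferase fusion protein; higher signal means inhibition of MDM2 E3 ligase activity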
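system = mammalian cells stably expressing self-ubiquitinating, self-degrading MDM2 E3–luciferase fusion | quantity = 2000 cells per well seeded | incubation = 4 h cell settling then 2 h compound exposure, 37 °C | signal = SteadyLite luminescence, 15 min reagent step | benchmarks = plate control and blank wells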
Runt-CBFb FRET – inhibitors of RUNX1 Runt–CBFb binding, primary screen, biochemical, FRET, Cerulean-Runt, Venus-CBFb, uHTS; inhibition, % at 20 µM; Runt-related transcription factor 1 (Homo sapiens) + Core-binding factor subunit beta …; AID 1496, 2009; 0.46% of 220,000 active; Cerulean-Runt/Venus-CBFb FRET ratio 530/480, 1 h;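 active = inhibition over about 50% at 20 µM in the single-dose screen, limit read from the data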;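 also: 0% = DMSO wells and 100% = excess unlabeled CBFb competitor control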
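Reagent – Venus-CBFb binding partner, 100 nM · Assay system – Cerulean-tagged RUNX1 Runt domain (FRET donor) fusion protein · Input – 100 nM per protein · Incubation – two 1 h room-temperature incubations shielded from light · Measured by – FRET fluorescence · Medium – Tris buffer pH 7.5 with salts and BSA · Benchmarks – unlabeled CBFb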
Hck Nef HTS – inhibitors of Nef-activated human Hck kinase, primary screen, biochemical, Z-Lyte FRET, 384-well, Hck-YEEI; Tyrosine-protein kinase HCK (Homo sapiens), P08631; Recombinant Hck-YEEI plus Nef, Z-Lyte FRET kinase assay; inhibition, % at 20 µM; 0.68% of 220,000 active;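 active = Hck-Nef kinase inhibition above about 50%, limit read from the data; inactive = inhibition below that limit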;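 also: 0% = DMSO with Hck plus Nef and 100% = Hck alone without Nef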
* = called active by the depositor; . = not tested or not shown; [ ] = another dose, or the depositor's remark.

SMILES	Runt-SMMHC FRET	14-3-3 Bad inh	TbHK1 inh	EBV gp42 inh	NCF1 inh	zVAD death inh	Mdm2 ligase inh	Runt-CBFb FRET	Hck Nef HTS
O=C(Cc1ccc(S(=O)(=O)N2CCCCC2)s1)Nc1ccc(F)cc1F	0	7	-1	-26	-8	-0.3	-19	1	4
Cc1ccc(C(=O)C2=C(O)C(=O)N(Cc3ccccc3)C2c2cccnc2)o1 (configuration not stated)	5	37[fluorescence artefact?]	-13	-16	55*	0.3	-8	2	0
Cc1ccc(S(=O)(=O)N2CCN(CC(=O)N/N=C/C=C/c3ccccc3)CC2)cc1	6	8	-19	-4	-3	1.0	.	-2	0
CCCCCC(=O)NNC(=S)NC(=O)c1cccc([N+](=O)[O-])c1	13	-4[fluorescence artefact?]	3	-8	-2	0.3	6	25	8
COC(=O)c1ccc(Nc2nc(C)cc(=O)[nH]2)cc1	-1	4	2	-11	-11	0.3	-7	11	1
NNC(=O)c1cc2cc(OC(F)(F)F)ccc2[nH]1	0	2	2	-3	-6	1.0	-21	0	-4
C=CCn1c(CSc2nc3ccccc3s2)nnc1SCC(=O)OCC	-1	0[fluorescence artefact?]	-3	-16	0	-0.1	-6	-3	0
CCOC(=O)CNC(=O)CSc1nnc(C)c(=O)[nH]1	-2	-13	-5	-8	-4	0.6	-12	0	4
O=C(COc1ccc(Br)cc1)Nc1nnc(-c2cccnc2)s1	1	7	-14	6	-9	0.0	-2	0	-11
Cc1ccc(Nc2nc(N)c([N+](=O)[O-])c(NCCO)n2)cc1	-1	-4	-57	-3	-16	1.6	-17	-1	40
Cc1cc(C)nc(NS(=O)(=O)c2ccc(NC(=S)NC(=O)C3CCCC3)cc2)n1	-1	2	-11	-13	-13	0.3	-18	-1	-2
Cc1ccccc1NC(=O)NC1CCCCC1C (configuration not stated)	2	-1	-5	0	4	-0.8	-20	-1	-9
COC(=O)c1ccc(-c2noc(CN(Cc3nccn3C)C(C)C)n2)cc1	0	-8	0	0	-4	0.8	-9	-1	27
Cc1ccc(Nc2nc(Oc3ccc(OCc4ccccc4)nn3)nc(N3CCOCC3)n2)cc1	-2	0	-10	-6	-21	2.3	7	-3	1
CC1=[N+](C)c2c(ccc3cccnc23)C1(C)C	-80	-3	-10	-1	-96	-0.7	-22	-15	-5
CCOC(=O)C(=N/O)/C(C)=N/NC(=O)C(=O)Nc1cc(Cl)ccc1Cl	1	-3	-15	-20	-10	0.0	-6	2	43
CCCOc1ccc(CSc2nnc(CCC)n2N)cc1	2	-7	2	-8	-8	1.3	-17	-2	4
CCC(C)(C)n1nnnc1C(c1ccccc1)N1CCc2ccccc2C1 (configuration not stated)	-2	2	9	2	-5	-0.9	8	-1	-15
Cc1ccc(CC(=O)Nc2ccc(F)c([N+](=O)[O-])c2)cc1	-1	-5[fluorescence artefact?]	26	2	-7	1.8	3	1	3
N#C/C(=C\c1cccnc1)C(=O)Nc1cccc(Cl)c1	-8	11	7	-3	-26	4.8	2	-1	-16
c1ccc2cc(CNCc3cccc4ccccc34)ccc2c1	0	-1	9	-6	-3	-0.5	-19	-2	3
CC1CCN(C(=S)NC2CCCCC2)CC1	3	-3[fluorescence artefact?]	1	-9	-5	-0.3	-28	-1	2
C/C(=N\NC(=O)c1ccco1)c1cc2ccccc2o1	-3	11	-30	15	-6	0.1	-9	-2	0
CCCc1cc(=O)oc2cc(OCC(=O)NCc3cccs3)ccc12	2	-9[fluorescence artefact?]	28	-7	-1	0.6	-8	-1	3
O=C(Nc1c(C(=O)N2CCOCC2)cnn1-c1ccccc1Cl)c1ccco1	0	-1	-6	0	-7	0.0	-26	-2	7
COC(=O)c1ccsc1NC(=O)CN1CCN(c2ccc(F)cc2)CC1	-1	-3	-9	0	-8	0.7	-10	-4	1
COc1cccc2cc(C(=O)N3CCC(C)CC3)c(=O)oc12	-1	-1	-6	-7	-16	1.6	-16	2	1
COC(=O)c1ccccc1N(C)C(=O)C12CCC(C)(C(=O)O1)C2(C)C (configuration not stated)	-2	-1[fluorescence artefact?]	-1	-9	-4	-1.3	-1	1	8
CCOC(=O)c1c(C)[nH]c(C(=O)COC(=O)COc2ccccc2C=O)c1C	-4	-3[fluorescence artefact?]	1	-13	-1	1.5	.	-1	2
COc1cccc(NC(=O)Cn2cnc3sc(C)c(S(=O)(=O)N4CCCCC4)c3c2=O)c1	-5	8	46	-4	8	-0.3	-64	0	-12
COC(=O)C1=C(N)Oc2cc(C)n(CC3CCCO3)c(=O)c2C1c1ccc(Cl)cc1 (configuration not stated)	-1	-2	2	-7	-16	-0.5	3	0	-1
CS(=O)(=O)c1ccc2nc(NC(=O)Nc3ccc(Cl)cc3)sc2c1	0	3	3	-20	-16	62	-12	-1	1
COc1ccc(-c2cc(C(F)F)n3ncc(C(=O)Nc4c(C)n(C)n(-c5ccccc5)c4=O)c3n2)cc1	-3	-4	-15	-5	-10	-0.1	-13	-1	3
COC(C[C@H]1O[C@@H]1[C@@H](O)COCc1ccccc1)OC	2	-7	2	-3	-3	-0.1	6	-1	27
Clc1ccc(CSc2nnc([C@@H]3CCCN3)o2)cc1Cl	1	9	5	1	-5	0.5	-3	0	1
Cn1ccc2c([N+](=O)[O-])cccc2c1=O	2	-6	-7	-21	-3	0.4	-9	2	25
C=CCN(CC=C)c1nc2ccccc2nc1C(C#N)C(=O)OCCOC (configuration not stated)	61*	1[fluorescence artefact?]	-10	8	-13	-0.6	0	18	3
CCCn1c(SCc2nc3ccccc3s2)n[nH]c1=O	-1	6	5	-3	-21	-0.6	-22	0	15
S=c1[nH]c(-c2ccccc2)cn1/N=C/c1cccs1	25	-3	-22	-12	-7	1.4	-15	26	-31
CCn1c(CNc2ccc(Cl)cc2)nnc1SCc1ccc(Cl)cc1	-1	1[fluorescence artefact?]	9	-8	3	0.0	5	-2	-8

Look-ups from the list.
In Runt-SMMHC FRET, `CCCn1c(SCc2nc3ccccc3s2)n[nH]c1=O` has -1
In Runt-SMMHC FRET, `COc1ccc(-c2cc(C(F)F)n3ncc(C(=O)Nc4c(C)n(C)n(-c5ccccc5)c4=O)c3n2)cc1` has -3

The listing continues.
SMILES	Runt-SMMHC FRET	14-3-3 Bad inh	TbHK1 inh	EBV gp42 inh	NCF1 inh	zVAD death inh	Mdm2 ligase inh	Runt-CBFb FRET	Hck Nef HTS
C=CCn1c(N)cc(=O)nc1SCC(=O)NC(C)c1ccccc1 (configuration not stated)	-1	1	1	-14	0	-0.6	-8	1	-8
COC(=O)CSc1nnc2n(-c3ccc(OC)cc3)c(=O)c3c4c(sc3n12)CCCCC4	4	-8	-2	-4	0	4.1	-4	-8	2
CCOc1cc(/C=C2\N=C3CCCCCN3C2=O)ccc1O	-50	-3	-8	-100	-11	4.9	3	-16	-17
COc1ccc(OC)c(C2C(C(C)=O)=C(O)C(=O)N2CCc2ccc(OC)c(OC)c2)c1 (configuration not stated)	-1	43[fluorescence artefact?]	-22	-8	-6	-1.1	-3	0	2
COc1cccc(CN(C)C(=O)c2cc(COc3ccc4ncccc4c3)on2)c1	2	-3	-3	-5	-7	-1.1	-15	-6	3
NC(=O)c1ccc(NC(=O)CN2CCN(c3ccc(Cl)cc3)CC2)cc1	2	-5	-2	8	8	1.5	-3	0	17
CC(Cl)c1cc(-c2ncc(C(F)(F)F)cc2Cl)no1 (configuration not stated)	-1	2	8	3	6	-0.8	-36	-2	12
Cn1cc(Br)c(C(=O)NC(=S)N2CCN(c3ccccn3)CC2)n1	-2	3	-5	-14	-6	0.9	4	0	6
O=C(Nc1ccc2c(c1)OCO2)c1ccc(Br)o1	2	-11[fluorescence artefact?]	-7	-2	-1	-1.4	-8	3	-13
CC(C)NC(=O)c1ccc(-c2cc(C(F)(F)F)ccc2Cl)o1	3	5	0	-17	-13	-0.3	5	0	2
Cc1ccc(Cn2nnc(C(=O)Nc3cc(C)ccc3C)c2N)cc1	3	0	-9	-1	1	-0.2	-6	-2	1
CC(=O)N1C(=O)C2(C(C#N)=C(N)Oc3cc(C)oc(=O)c32)c2ccccc21 (configuration not stated)	-3	8	3	-12	-6	0.4	0	0	2
Cc1cc(=O)oc(C)c1C(=O)OCC(=O)c1ccc2ccccc2c1	-7	9	-9	9	-14	0.9	-6	0	-2
COc1cccc(CC(NC(C)=O)C(=O)NC2CCN(c3nc(C)cc(C)c3C#N)CC2)c1 (configuration not stated)	1	1	16	-10	-5	0.3	3	0	3
COc1ccc2c(c1)c(C(=O)CN1CCOCC1)c(C)n2C	-2	-10[fluorescence artefact?]	-9	-15	3	-0.7	-20	1	-1
COc1ccc(N=C2C(=Nc3ccc(OC)cc3)N(c3ccc(OC)cc3)C(=S)N2C)cc1	-2	-13	-12	6	7	-1.0	-11	-4	-18
CCN(CC)CCNc1nc2nonc2nc1NCCN(CC)CC	2	4	-30	-7	-9	-0.1	.	-1	30
Cc1ccc(S(=O)(=O)NCCNC(=O)c2nonc2N)cc1	5	8[fluorescence artefact?]	-1	-5	-6	0.7	2	1	2
CC(=O)Oc1ccc(-c2cccc(C(=O)Oc3ccccc3)c2)cc1	-5	-2	-2	-16	-2	-0.6	-14	-2	2
CCN(CC)S(=O)(=O)c1ccc(C(=O)Nc2c3c(nn2C(C)(C)C)CS(=O)(=O)C3)cc1	-5	-1	0	-18	1	-0.2	8	1	2
Fc1ccc(OCc2nc3ccccc3s2)cc1	0	-21	0	-13	-9	0.9	-23	1	12
COC(=O)c1ccc(Oc2nc(Nc3ccccc3)nc(N(C)C)n2)cc1	2	-3	3	-5	-16	1.5	-2	-1	-8
O=C1CC(NNc2nc3ccccc3s2)C(=O)N1c1ccc(F)cc1 (configuration not stated)	2	-7	-3	-22	-2	-0.3	-14	-1	19
Cc1nnc2n(c1=O)C(CS(=O)(=O)c1ccccc1)CS2 (configuration not stated)	0	-2[fluorescence artefact?]	1	-12	-16	-0.1	-15	-1	2
CCOC(=O)c1c(C)[nH]c(C(=O)COC(=O)c2oc3ccc(OC)cc3c2C)c1C	-1	-6	4	-6	-9	-2.2	-12	-6	-7
N#C/C(=C(/O)COC(=O)c1ccc(O)cc1)c1nc2ccccc2[nH]1	-2	0	-17	-4	-27	3.0	-28	2	22
O=C(CN1CCCCCC1=O)OCc1ncc(-c2ccccc2)o1	-2	2[fluorescence artefact?]	2	-8	-10	0.8	-6	-2	4
CC(C)(C)c1ccc(C(=O)N2CCC(C(=O)NCc3ccco3)CC2)cc1	3	0	-1	-11	8	0.4	3	-6	6

From PubChem
